Assay outcomes as filed in PubChem.
IL1B NFkB pot: enhancers of NFkB p65 translocation in HUVEC – imaging, IL-1B stimulus, high-content imaging, primary screen; activation, % at 2 µM; HUVEC IL-1B NFkB p65 nuclear translocation imaging; actives 0.3% (n = 94,000);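 active means activation above 40%, about the mean plus 3 SD, also judged a hit on visual image review; inconclusive means activation above 40% but not a hit on visual review; inactive means activation not above 40% and no visual hit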;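 further: percent activation is computed from the nuclear over cytoplasmic p65 intensity ratio; values of inactives mirror those of a sister screen read the other way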
MRP reversal: reversal of MRP1-mediated doxorubicin resistance, primary screen, H69AR cells, doxorubicin co-treatment | actives 0.04% (n = 85,000) | AID 602, 2007 | differential viability (reversal), % at 10 µM | H69AR cells + 2 uM doxorubicin, CellTiter-Glo, 72 h;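 active means viability drop by adding the cancer drug above about 55%, with treated viability meeting a 40% cutoff, limit read from the data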;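 further: viability without doxorubicin minus viability with 2 µM doxorubicin for each compound; larger differential means the compound sensitizes cells more to doxorubicin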
Bcl-B TR3 displacers: displacers of TR3 peptide from Bcl-B, primary screen, selectivity assay for Bfl-1 inhibitor project, biochemical, fluorescence polarization | actives 0.11% (n = 96,000) | displacement, % at 20 µM; hits with a dose series show IC50 in µM | FP displacement of FITC-TR3 peptide from Bcl-B; higher % means a stronger effect | Bcl-2-like protein 10 (Homo sapiens);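 active means displacement above 50% at 20 µM plus a fluorescence interference ratio under 1.5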;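 further: plate controls were wells without compound for no effect and wells lacking Bcl-B protein for full effect; a part of the inactive calls stands beside numbers as strong as those of hits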
PLAP inhibition: PLAP enzyme inhibitors, biochemical, luminescence, HTS (AID 690); inhibition, % at 20 µM; hits with a dose series show IC50 in µM; actives 0.08% (n = 96,000); Alkaline phosphatase, placental type (Homo sapiens); purified PLAP, luminescent substrate; higher % means a stronger effect; in the data active means a potency from the dose series; inactive means the rest, 99 in 100 with inhibition below about 30%; further: strong numbers were not always called active
IL1B NFkB inh: inhibitors of IL-1B driven NFkB p65 nuclear import, primary screen, imaging, HUVEC, IL-1B stimulus, high-content imaging; inhibition, % at 2 µM; AID 796, 2007; HUVEC IL-1B NFkB p65 nuclear translocation imaging; actives 0.43% (n = 94,000);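 active means inhibition above about 30% together with a positive call from visual inspection of the well image, limit read from the data; inconclusive means inhibition above a set limit but visual check negative; inactive means inhibition not above a set limit, visual check negative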;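 further: nuclear over cytoplasmic p65 intensity ratio measured by imaging; 0% = IL-1B stimulated DMSO wells and 100% = unstimulated DMSO wells; values of inactives mirror those of a sister screen read the other way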
MRP reversal cytotoxicity: second read-out of MRP reversal, no call of its own (marks repeat the call); viability, %; H69AR cells, CellTiter-Glo, 72 h; measured here: cytotoxicity without doxorubicin
MRP reversal with doxorubicin: also measured in MRP reversal; calls as there; viability, %; measured here: viability with 2 uM doxorubicin; hits give low values
IL1B NFkB inh cell count 2 µM: second read-out of IL1B NFkB inh, no call of its own (marks repeat the call); cell count; measured here: cells passing quality filter;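 raw number of nuclei counted in each imaged well without normalization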
IL1B NFkB pot cell count 2 µM: second read-out of IL1B NFkB pot, no call of its own (marks repeat the call); cell count; measured here: cells passing quality filter
* = called active by the depositor; ? = inconclusive; / = no result given. These rows are one share of the data (hit frequency here may not be typical).

SMILES	IL1B NFkB pot	IL1B NFkB pot cell count 2 µM	MRP reversal	MRP reversal cytotoxicity	MRP reversal with doxorubicin	Bcl-B TR3 displacers	PLAP inhibition	IL1B NFkB inh	IL1B NFkB inh cell count 2 µM
Cc1sc2ncn(CC(=O)N3CCC4(CC3)OCCO4)c(=O)c2c1C	/	/	-2	81	83	-8%	-8%	/	/
O=C(NCC(c1cccnc1)N1CCN(c2ccccc2F)CC1)Oc1ccccc1 (stereo not drawn)	-11	56	12	95	83	2%	-66%	10	56
O=C1NCCN2CCCC12 (stereo not drawn)	28	122	2	101	99	1%	3%	-28	122
Cc1cc(OCC(=O)OC(C)C)c2c3c(c(=O)oc2c1)CCCC3	36	135	/	/	/	9%	-18%	-36	135
O=C(c1ccccc1F)c1cn(CC(=O)N2CCCCC2)c2ccccc12	9	110	-4	64	68	14%	-2%	-9	110
O=C(COc1ccc(Br)cc1)N1CCN(C2CCCC2)CC1	?	/	12	100	88	-2%	-55%	-58	179
O=c1[nH]c(=O)n(C2CCCCCC2)c(O)c1C=NCCCN1CCOCC1	-3	159	19	105	86	1%	-64%	3	159
Cc1nc2ccccc2c(=O)n1-c1ccccc1C(F)(F)F	?	/	/	/	/	2%	-15%	-96	136
O=C(COc1ccccc1)N1CCN(C2CC3CCC2C3)CC1 (stereo not drawn)	-1	84	8	96	88	/	/	1	84
COc1ccc(-n2c(=O)[nH]c3ccccc3c2=O)cc1	-2	179	1	89	88	-4%	5%	2	179
CN(C)c1ccc(CN2CC=C(c3ccc(F)cc3)CC2)cc1	-5	111	-22	62	84	4%	-29%	5	111
CCN(CC)CCCC(C)N=C(c1ccccc1)c1c(O)n(C)c(=O)n(C)c1=O (stereo not drawn)	12	181	/	/	/	-4%	-73%	-12	181
COc1ccccc1CN1CCCCC1c1cccnc1 (stereo not drawn)	-8	139	-3	100	102	6%	-10%	8	139
CC1(C)CC2(CCO1)NCCN1C(=O)CSC12 (stereo not drawn)	17	183	-1	100	101	3%	-15%	-17	183
CC(C)CCNC(=O)c1c(N)n(CC2CCCO2)c2nc3ccccc3nc12 (stereo not drawn)	10	154	/	/	/	-47%	-108%	-10	154
Cc1nc2cc(C(F)(F)F)ccc2n1C1CCN(Cc2nnnn2Cc2cccs2)CC1	/	/	39	77	38	-6%	-49%	/	/
CCOc1cccc(C2NCc3ccccc3-n3cccc32)c1O (stereo not drawn)	-2	207	-6	69	76	-8%	-42%	2	207
CCc1ccc(OCCCN=C(C)c2c(O)n(C)c(=O)n(C)c2=O)cc1	15	115	-10	93	103	-2%	-38%	-15	115
CC(=O)Nc1cc(C(=O)N2CCC3(CC2)OCCO3)ccc1S(=O)(=O)c1ccc(Cl)cc1	/	/	7	94	87	-3%	-30%	/	/
O=C(c1cc(-c2cccnc2)nc2ccc(Cl)cc12)N1CCC2(CC1)OCCO2	?	/	-9	62	71	-7%	2%	-42	129
CCCCN1CCC(O)(c2ccccc2)C(C(=O)c2ccccc2)C1 (stereo not drawn)	-9	97	12	78	66	/	/	9	97
CN1CCC(N(C)c2nc(-c3ccccc3)nc3ccccc23)CC1	14	184	-23	27	50	14%	-59%	-14	184
CCCCP(=O)(O)c1ccccc1	23	168	-16	101	117	0%	12%	-23	168
O=C(C1CC(=O)N(C2CCCCC2)C1)N1CCC2(CC1)OCCO2 (stereo not drawn)	9	115	8	90	82	17%	-16%	-9	115
CCOC(=O)c1c(C)n(Cc2ccccc2)c2ccc(OCC(O)CN3C(=O)CNC3=O)cc12 (stereo not drawn)	26	143	-22	27	49	2%	-19%	-26	143
O=c1c2ccccc2nc(CN2CCCCCC2)n1-c1ccc(F)cc1	18	143	-16	75	91	0%	-23%	-18	143
O=C(NC1CC1)C1CSC(c2cccnc2)=N1 (stereo not drawn)	3	133	-3	97	100	3%	14%	-3	133
O=C(Cc1ccccc1)Oc1ccccc1N1C(=O)CCC1=O	-12	93	1	87	86	-4%	-10%	12	93
COc1ccc(-n2c(O)c(C=Nc3c(C)n(C)n(-c4ccccc4)c3=O)c(=O)[nH]c2=O)cc1	15	159	/	/	/	-12%	6%	-15	159
Cc1ccc(N2C(=O)/C(=C/c3ccc(CN(CCC#N)S(C)(=O)=O)o3)C(=O)NC2=S)cc1	17	166	/	/	/	-11%	-12%	-17	166

Compounds shown so far that contain a carbonyl joined to an NH by a bond outside any ring (4):
SMILES	IL1B NFkB pot	IL1B NFkB pot cell count 2 µM	MRP reversal	MRP reversal cytotoxicity	MRP reversal with doxorubicin	Bcl-B TR3 displacers	PLAP inhibition	IL1B NFkB inh	IL1B NFkB inh cell count 2 µM
O=C(NCC(c1cccnc1)N1CCN(c2ccccc2F)CC1)Oc1ccccc1 (stereo not drawn)	-11	56	12	95	83	2%	-66%	10	56
CC(C)CCNC(=O)c1c(N)n(CC2CCCO2)c2nc3ccccc3nc12 (stereo not drawn)	10	154	/	/	/	-47%	-108%	-10	154
CC(=O)Nc1cc(C(=O)N2CCC3(CC2)OCCO3)ccc1S(=O)(=O)c1ccc(Cl)cc1	/	/	7	94	87	-3%	-30%	/	/
O=C(NC1CC1)C1CSC(c2cccnc2)=N1 (stereo not drawn)	3	133	-3	97	100	3%	14%	-3	133

The listing picks up, repeating the 3 entries before the break.
SMILES	IL1B NFkB pot	IL1B NFkB pot cell count 2 µM	MRP reversal	MRP reversal cytotoxicity	MRP reversal with doxorubicin	Bcl-B TR3 displacers	PLAP inhibition	IL1B NFkB inh	IL1B NFkB inh cell count 2 µM
O=C(Cc1ccccc1)Oc1ccccc1N1C(=O)CCC1=O	-12	93	1	87	86	-4%	-10%	12	93
COc1ccc(-n2c(O)c(C=Nc3c(C)n(C)n(-c4ccccc4)c3=O)c(=O)[nH]c2=O)cc1	15	159	/	/	/	-12%	6%	-15	159
Cc1ccc(N2C(=O)/C(=C/c3ccc(CN(CCC#N)S(C)(=O)=O)o3)C(=O)NC2=S)cc1	17	166	/	/	/	-11%	-12%	-17	166
CSc1ncc(Cl)c(C(=O)O)n1 (tested in a mixture with another compound)	10	179	4	101	97	3%	-16%	-10	179
CC(=O)Nc1ccccc1OC(=O)N(C)C	2	207	-2	91	93	-2%	8%	-2	207
COC(=O)C1CN(C#N)N(c2ccc(Cl)cc2)C12c1ccccc1-c1ccccc12 (stereo not drawn)	-65	77	0	2	2	/	/	65*	77*
CCOP(=O)(C#CC(C)(C)C)C(O)(c1ccccc1)C(F)(F)F (stereo not drawn)	13	169	5	96	91	-4%	11%	-13	169
CC1=NN(c2ccccc2)C(=O)C1/C=C1/C(=O)NC(=O)N(c2cc(C)cc(C)c2)C1=O (stereo not drawn)	20	154	/	/	/	-11%	1%	-20	154
CC12CN3CC(c4ccccc4)(CN(C1)C31CCCCC1)C2=O	20	133	-12	93	105	-7%	-35%	-20	133
CCCC1(CCC)C(=O)NC(=NCc2ccccc2)NC1=O	8	124	-41	29	70	-15%	-9%	-8	124
CN(C(=O)Oc1cccc2cccnc12)c1ccccc1	4	115	/	/	/	-10%	-8%	-4	115
CCOC(=O)C(O)(c1ccc(N(C)C(=O)COc2ccccc2)cc1)C(F)(F)F (stereo not drawn)	25	182	/	/	/	/	/	-25	182
CCCC(C)n1[nH]c(=O)c2c1NC(=O)CSC2c1ccc(OC)c(OC)c1 (stereo not drawn)	-9	89	5	97	92	2%	-12%	9	89
CC1=CC(=O)C2=C(C)CC(O)C3C(C)C(=O)OC3C12 (stereo not drawn)	23	89	0	93	93	4%	1%	-23	89
CCCCn1c(O)c(C(CC)=Nc2ccc(OCC)cc2)c(=O)[nH]c1=O	-15	68	-6	76	82	-11%	9%	16	68
CN(C)C(=O)Oc1ccc(OC(=O)N(C)C)cc1	14	154	9	102	93	-9%	10%	-14	154
O=C1C2CCCN2C(c2cccnc2)N1c1cccc(Cl)c1 (stereo not drawn)	8	200	11	93	82	-15%	-13%	-8	200
C[C@H]1CCCC(=O)CCC/C=C/c2cc(O)cc(O)c2C(=O)O1	-10	52	-50	36	86	-3%	-17%	10	52
COc1cccc(N2CCN(Cc3ccc(Cl)cc3)CC2)c1	-15	64	-8	90	98	20%	-53%	15	64
O=c1[nH]c(=O)n(C2CCCCCC2)c(O)c1C=NCC1CCCO1 (stereo not drawn)	5	196	0	79	79	10%	-4%	-5	196
O=C(c1ccc(CS(=O)(=O)c2ccccc2)o1)N1CCC2(CC1)OCCO2	1	148	16	97	81	30%	-27%	-1	148
O=C(CN1CCN(Cc2cccc(Cl)c2)C1=O)N1CCC2(CC1)OCCO2	-2	19	1	103	102	-16%	7%	2	19
CN1CCCC1C(O)(c1ccccc1)c1ccccc1 (stereo not drawn)	6	115	/	/	/	/	/	-6	115
FC(F)(F)C1=NC(C(F)(F)F)=NP(N2CCOCC2)(N2CCOCC2)=N1	/	/	-3	93	96	-1%	-34%	/	/
CCCCc1nc2ccccc2c(=O)n1-c1ccc(O)cc1	-3	112	7	84	77	/	/	3	112
COC(=O)CN1C(=O)C2(C(C(=O)OC)=C(N)Oc3ccccc32)C2=C1CC(C)(C)CC2=O (stereo not drawn)	5	169	17	96	79	7%	-49%	-5	169
Clc1ccccc1CN1CCN(c2ccccc2Cl)CC1	-10	154	-1	86	87	9%	31%	10	154
Cc1cccc(-n2c(C)nc3ccccc3c2=O)n1	-3	168	4	107	103	/	/	3	168
CN1C(=O)/C(=C\c2ccc(N3CCCCC3)o2)C(=O)NC1=S	4	161	/	/	/	-21%	10µM*	-4	161
COc1ccc(CNCC(=O)N2CCC3(CC2)OCCO3)cc1	/	/	-7	86	93	-13%	26%	/	/
O=P(Nc1ccccc1Cl)(c1ccccc1)c1nc2c(s1)CCCC2 (stereo not drawn)	6	102	/	/	/	-9%	-11%	-6	102

Compound profiles, from the list above.
`O=P(Nc1ccccc1Cl)(c1ccccc1)c1nc2c(s1)CCCC2` (stereo not drawn) is listed as IL1B NFkB pot: 6; IL1B NFkB pot cell count 2 µM: 102; MRP reversal: /; MRP reversal cytotoxicity: /; MRP reversal with doxorubicin: /; Bcl-B TR3 displacers: -9%; PLAP inhibition: -11%; IL1B NFkB inh: -6; IL1B NFkB inh cell count 2 µM: 102
`CN1CCCC1C(O)(c1ccccc1)c1ccccc1` (stereo not drawn) is listed as IL1B NFkB pot: 6; IL1B NFkB pot cell count 2 µM: 115; MRP reversal: /; MRP reversal cytotoxicity: /; MRP reversal with doxorubicin: /; Bcl-B TR3 displacers: /; PLAP inhibition: /; IL1B NFkB inh: -6; IL1B NFkB inh cell count 2 µM: 115
`COc1ccc(CNCC(=O)N2CCC3(CC2)OCCO3)cc1` is listed as IL1B NFkB pot: /; IL1B NFkB pot cell count 2 µM: /; MRP reversal: -7; MRP reversal cytotoxicity: 86; MRP reversal with doxorubicin: 93; Bcl-B TR3 displacers: -13%; PLAP inhibition: 26%; IL1B NFkB inh: /; IL1B NFkB inh cell count 2 µM: /
